Assay outcomes as filed in PubChem.
NPYLR7 ag = mosquito NPYLR7 agonism; activation, % at 10 µM; AID 1259423; 270,000 tested, 0.15% active; HEK293T NPYLR7/Galpha15, GCaMP6s calcium fluorescence; in the data active = activation above about 40%;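 note: 0% = vehicle and 100% = reference agonist at the receptor; some compounds past the cut are filed as inactive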
mcGAS lum = inhibitors of mouse cGAS | 160,000 tested, 0.15% active | recombinant cGAS, Kinase-Glo ATP depletion luminescence | inhibition, % at 12.5 µM | Q8C6L5;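 note: 0% = negative control wells and 100% = reference inhibitor with no enzyme activity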
hcGAS inh = inhibitors of human cGAS. Q8N884. recombinant h-cGAS, ATP depletion, Kinase-Glo luminescence. inhibition, % at 12.5 µM. 290,000 tested, 0.081% active;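 note: 0% = vehicle reaction and 100% = reaction without DNA for no activity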
Target sequence (Q8N884 whole entry, looked up): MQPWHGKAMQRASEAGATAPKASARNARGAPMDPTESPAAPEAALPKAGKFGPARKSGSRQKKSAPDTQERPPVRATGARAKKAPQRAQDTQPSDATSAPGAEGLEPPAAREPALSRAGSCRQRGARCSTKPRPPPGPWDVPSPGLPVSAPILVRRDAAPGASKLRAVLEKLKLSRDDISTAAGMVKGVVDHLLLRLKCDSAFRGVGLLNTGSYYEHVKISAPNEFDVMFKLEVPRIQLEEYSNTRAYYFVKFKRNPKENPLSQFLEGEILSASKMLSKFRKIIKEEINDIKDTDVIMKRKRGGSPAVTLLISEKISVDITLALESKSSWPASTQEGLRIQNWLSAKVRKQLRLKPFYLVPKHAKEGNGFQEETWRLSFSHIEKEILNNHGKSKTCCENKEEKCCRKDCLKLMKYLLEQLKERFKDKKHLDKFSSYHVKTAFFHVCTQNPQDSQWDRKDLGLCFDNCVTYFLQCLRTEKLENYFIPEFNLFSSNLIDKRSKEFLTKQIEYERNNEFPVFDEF
Active calls of the source: *; nt = no result given; & = joins results of further samples. Cut-off read from the data, not from the text of the source, unless noted: active = inhibition above about 40%; inactive = the rest.

SMILES | NPYLR7 ag | mcGAS lum | hcGAS inh
CN(C)CCN(Cc1nccn1Cc1ccccc1)C(=O)c1cccc(F)c1 | 8 | -4 | -3
Cc1cccnc1CN1CCC(N2CCCC2=O)CC1 | 2 | nt | -6
O=C(NCC1CCCN(C2CCOCC2)C1)C1(c2ccc(Cl)cc2)CC1 (centres undefined) | 4&9 | nt | -8&-8
Cc1cc(=O)n2c(c1C#N)SCCC2 | -1 | -3 | 1
CC(C)(C)c1ccc(C(=O)N2CCC2(C)C(=O)NS(=O)(=O)c2cccc(Cl)c2)cc1 (centres undefined) | 3 | nt | -4
CC(c1cccc(-c2cccc(C(=O)c3nccn3C)c2)c1)N(C)C (centres undefined) | 21 | -13 | -3
Cc1nn(C)c(Cl)c1CNCc1ccccc1 | 7 | -7 | -9
CCOCCn1c(=O)c2c(nc3n(C4CCCCC4)c(C)c(C)n23)n(C)c1=O | 18 | nt | -16
Cc1cc(C(=O)NCCc2cnc[nH]2)c(NC(=O)C(C)(C)C)s1 | 11 | nt | -10
O=S(=O)(c1ccccc1)c1cnc2ccccc2c1Nc1ccccc1 | 3 | -4 | -5
COc1ccc(C2=NOC(CN(Cc3cccc(Cl)c3)CC(O)Cc3ccccc3)C2)cc1 (centres undefined) | 14 | -5 | -6
c1ccc(Cn2nnnc2CN2C[C@@H]3[C@@H]4CC[C@@H](C4)[C@@H]3C2)cc1 | 27 | nt | -8
CNC(=O)CN(C(=O)COc1ccccc1)[C@H]1[C@H](O)[C@@H]2O[C@H]1c1ccccc12 | 4 | -4 | -7
CCOC(=O)c1ccc2c(c1)nc(SCc1nc(-c3ccc(C(F)(F)F)cc3)oc1C)n2Cc1ccccc1 | 3 | -4 | -1
CCCS(=O)(=O)N(CC(=O)N(Cc1ccccc1)C1CCN(C(=O)NCC)CC1)CC(C)C | nt | -2 | -1
CC1=C(C(=O)OCC(C)C)C(c2ccc(Cl)cc2)C2=C(CC(c3ccc(Cl)cc3)CC2=O)N1 (centres undefined) | 3 | -5 | -4
Cn1cnnc1SCCC(=O)N1CCN(c2ccccn2)CC1 | 4 | nt | -9
O=C(c1ccc(Cn2cnnn2)cc1)N1CCOC(c2ccc(Cl)cc2)C1 (centres undefined) | 2 | -11 | -6
COc1ccc2nc(NC(=O)c3cc(OC)c(OC)c(OC)c3)sc2c1 | -5 | nt | -2
O=[N+]([O-])c1ccn(Cc2cccc3ccccc23)n1 | -2 | 0 | 2

Part of the list above in order of SMILES length, highest first.
SMILES | NPYLR7 ag | mcGAS lum | hcGAS inh
CCOC(=O)c1ccc2c(c1)nc(SCc1nc(-c3ccc(C(F)(F)F)cc3)oc1C)n2Cc1ccccc1 | 3 | -4 | -1
CC1=C(C(=O)OCC(C)C)C(c2ccc(Cl)cc2)C2=C(CC(c3ccc(Cl)cc3)CC2=O)N1 (centres undefined) | 3 | -5 | -4
O=C(c1ccc(Cn2cnnn2)cc1)N1CCOC(c2ccc(Cl)cc2)C1 (centres undefined) | 2 | -11 | -6
COc1ccc2nc(NC(=O)c3cc(OC)c(OC)c(OC)c3)sc2c1 | -5 | nt | -2
Cn1cnnc1SCCC(=O)N1CCN(c2ccccn2)CC1 | 4 | nt | -9

The list goes on.
SMILES | NPYLR7 ag | mcGAS lum | hcGAS inh
Cc1ccc(S(=O)(=O)N(CCN2CCOCC2)Cc2nccn2Cc2ccc(F)cc2)cc1 | 6 | -5 | -3
Cc1cc(NC(=O)c2cc(C)on2)n(C(C)C)n1 | nt | -6 | -2
Cc1noc(C)c1C(=O)N(C1=NC(C)CS1)c1ccc(Cl)cc1 (centres undefined) | 9 | -6 | 1
OC1CCC(NCc2cnn(-c3ccc(Br)cc3)c2)CC1 (centres undefined) | 5 | nt | -1
CS(=O)(=O)c1ccc([C@@H](O)[C@@H](CO)NC(=O)C(Cl)Cl)cc1 | -15&-1 | -4 | 4&-2
Cc1cccc(Cc2cnc(NC(=O)CCN3C(=O)/C(=C/c4ccccc4Cl)SC3=S)s2)c1 | -6 | -4 | -2
Cc1occc1C(=O)N1CCOC(Cc2cccc(C(F)(F)F)c2)C1 (centres undefined) | -2 | nt | 0
c1ccc(-c2cc(=Nc3ccc4c(c3)OCCO4)c3ccccc3o2)cc1 | 5 | nt | -4
Cc1cccc(CSc2nc(=O)n3ccccc3n2)c1 | 6 | 2 | 1
CCN1CCCC(OC(=O)NC2CCCCC2)C1 (centres undefined) | nt | -5 | -9
O=S(CCn1cccn1)Cc1cc(Cl)c2c(c1)OCCO2 (centres undefined) | 3 | nt | -13
N=c1ccn2c(n1)OCC1C2O[C@@H](O)[C@H]1O (some centres undefined) | 7 | -1 | 8
CN(Cc1ccccc1)C(=O)c1cnc2sccn2c1=O | 0 | -8 | -5
Cc1cc(C)c(NC(=O)CNC(=O)CN2CCC3(CCCCCC3)C2)c(C)c1 | -1 | nt | 2
CC(NC(=O)C1CCCO1)c1ccc2c(c1)CCCC2 (centres undefined) | 0 | -8 | -13
O=C(O)CCN1C(=O)/C(=C/c2ccc(O)c(O)c2)SC1=S | 16 | -6 | -11
Cc1cc(C)n(CC(=O)O)n1 | -7 | nt | -5
O=C(CCCSc1ccc(Cl)cc1)N1CCN(S(=O)(=O)c2ccc3c(c2)OCCO3)CC1 | -4 | nt | -7
Cc1ccc2cc(CCNC(=O)c3ccccc3C)c(=O)[nH]c2c1 | 1 | -7 | -5
O=C(c1cccs1)N1CCC(c2nc(-c3cccnc3)no2)CC1 | 0 | -6 | -3
Cc1cccc(NC(=O)C2(c3ccc(Cl)cc3)CCCC2)n1 | -7 | nt | -8
COc1ccc2c(c1)C1(SCCN1C(=O)NC1CCCCC1)C(=O)N2Cc1ccccc1Cl (centres undefined) | 6 | -5 | -2
Cc1nnc(CCNc2ccnc(C(=O)NC3CC3)c2)s1 | 8 | nt | -4
CC(=O)Nc1ccc(NC(=O)c2nnn(-c3ccc(C)cc3)c2C)cc1 | 2 | -11 | -6
Cc1ccc(Cn2ncc3c(N4CCOCC4)ncnc32)cc1 | 0 | -7 | -5
O=C(NNc1cccc(Cl)c1)[C@@H]1CCCN1c1nccc(Nc2ccccc2)n1 | -4 | -1 | -1
CC1(C)CC(=O)c2cc3c(N)c(C(=O)Nc4ccccc4C(F)(F)F)sc3nc2C1 | 1 | nt | -5
Cc1cccc2c(=O)c(-c3ccc4c(c3)OCO4)c(NC(=O)CC(C)C)oc12 | 5 | nt | -1
CC(C)NC(=O)NC(=O)CN1C(=O)NC2(CCCCCC2)C1=O | 9 | nt | 0
Cc1ccc(Cc2nc(N3CCCN(C(=O)c4ccc(F)cc4)CC3)c3c(C)nn(-c4ccccc4)c3n2)cc1 | 10 | -3 | -2
CCOc1ccc(-c2cnc(C(C)(C)CN3CCOCC3)[nH]2)cc1 | 3 | nt | -3
CNC(=O)c1ccsc1NC(=O)c1cc(C)nn1C | 4 | nt | -7
Cc1ccc(-c2nc(CCNS(=O)(=O)c3c(C)noc3C)cs2)cc1 | 7 | -13 | -7
CC(C)c1c(C(N)=O)cnn1-c1ccccc1 | 13 | -6 | -7
Cc1nc2ccccc2n1CCC(=O)N1CCC2(CCCN(C)C2=O)C1 (centres undefined) | -2 | -7 | -5
CCc1nc2ccc(C(=O)N(C)Cc3ccco3)cn2c1N(C)C(=O)C1CCCCC1 | -10 | -4 | -3
Cc1cccc(-c2cc(N)n(-c3ccc(C(=O)N[C@@H]4CCCc5ccccc54)cc3)n2)c1 | -5 | -3 | -7
CC(=O)N1CCN(c2ncccc2CNC(=O)C2(N3CCCC3)CCCC2)CC1 | 4 | nt | -9
COc1cc(-c2n[nH]c(=S)n2C2CCCCC2)cc(OC)c1OC | 5 | 0 | -2
Cc1c(Cl)c([N+](=O)[O-])nn1CC(=O)NCc1ccco1 | 6 | -6 | -4
CC1(NC(=O)c2nc(-c3ccccc3)n3c2CCCCC3)CCS(=O)(=O)C1 (centres undefined) | -2 | nt | -1
COc1cc(/C=C2/C(=O)N(c3ccc(Br)cc3)N=C2C)ccc1OCc1ccccc1 | -5 | 1 | -1
O=C(c1ccc2c(c1)OCCO2)C1CCN(C(=O)c2cc(Cl)cc(Cl)c2)CC1 | 5 | 2 | 8
CCOc1ccc(CC(=O)Nc2c3c(nn2CC(=O)NCC2CCCO2)CSC3)cc1 (centres undefined) | -2 | -4 | -2
COc1ccc(C(=O)Nn2cnc3sc(C)c(C)c3c2=O)cc1S(=O)(=O)N1CCCC1 | -2 | nt | -8
Cc1oc(C)c(-c2ccccc2)c1C(=O)NCCc1cccc(Cl)c1 | 3 | -5 | -5
CCc1ncc(C(=O)NCc2cccnc2Oc2ccc(C)nc2)cn1 | 1 | nt | -3
Cc1nc2cc([N+](=O)[O-])ccc2o1 | 3 | nt | -9
COC(=O)c1ccc(NC(=O)CSc2nc(=O)n(CCCN3CCOCC3)c3c2CCC3)cc1 | -1 | -8 | -11
C=C1c2cc(OC)c(OC)cc2CCN1C(=O)c1ccccc1[N+](=O)[O-] | 4 | nt | 9

Entries of single compounds as entered above:
Record of `COc1cc(/C=C2/C(=O)N(c3ccc(Br)cc3)N=C2C)ccc1OCc1ccccc1` → NPYLR7 ag = -5; mcGAS lum = 1; hcGAS inh = -1
Record of `O=C(c1ccc2c(c1)OCCO2)C1CCN(C(=O)c2cc(Cl)cc(Cl)c2)CC1` → NPYLR7 ag = 5; mcGAS lum = 2; hcGAS inh = 8
Record of `CCOc1ccc(CC(=O)Nc2c3c(nn2CC(=O)NCC2CCCO2)CSC3)cc1` (centres undefined) → NPYLR7 ag = -2; mcGAS lum = -4; hcGAS inh = -2

Going on with the list.
SMILES | NPYLR7 ag | mcGAS lum | hcGAS inh
CCCOC(=O)CNC(=O)c1ccc(-c2n[nH]c3c2COc2ccccc2-3)cc1 | nt | -5 | -5
Fc1cc(F)cc(Cc2nnc3sc(C(F)(F)F)nn23)c1 | 0 | -6 | -4
N#Cc1cccc(C(=O)N2CCN(C3c4ccccc4CCc4ccccc43)CC2)c1 | -5 | 1 | 0
COc1ccc(C)cc1C1(CNc2cnn(C)c(=O)c2Cl)CCOCC1 | 1 | nt | -3
C=c1[nH]n(-c2ccccc2)c(=O)c1=CC=C1N(C)c2ccccc2C1(C)C | 19 | nt | -9
Cc1nc(N2CCCCCC2)c2c3c(sc2n1)CCC3 | 1 | nt | 0
CC(Cc1ccsc1)NC(=O)c1cc(Cn2cnc3ccccc32)[nH]n1 (centres undefined) | -1 | -18 | -4
Cc1ccc2nc(-c3ccc(NC(=O)c4ccc(Cl)c(Cl)c4)cc3)oc2c1 | -3 | -4 | -4
Cc1cc(F)c2c(c1)CCCN2CC(=O)NCCc1ccc(F)cc1 | 4 | nt | 3
COc1ccc(/C=C(\C#N)c2nc(-c3ccc(C)cc3)c(NC(C)=O)s2)c(OC)c1 | 1 | -2 | -17
Cc1ccccc1C(=O)N[C@@H]1CCCCC1NC(=O)C1CCCN(S(=O)(=O)c2cccc(C(F)(F)F)c2)C1 (some centres undefined) | -2 | -3 | -3
COCCNC(=O)COc1ccc(OCCNC[C@H](O)COc2ccccc2)cc1 | -11 | nt | -2
CCOC(=O)C1CCCN(C(=O)c2ccc(NC(=O)c3cccs3)cc2)C1 (centres undefined) | 5 | nt | -5
NC(=O)[C@H](Cc1ccccc1)NC1CCC2(CCNCC2)CC1 | nt | -12 | -4
N#Cc1cnc(NCc2ccc(-n3cccn3)nc2)c(Cl)c1 | 1 | 0 | 1
O=C(/C=C/c1ccccc1)NC1CC2CCC(C1)N2Cc1ccoc1 (centres undefined) | 2 | -8 | -9
Cc1cc(C(=O)N(Cc2ccco2)c2nc3ccccc3s2)on1 | 7 | -7 | -4
Cc1ccn(-c2ccc(NC(C)C)cc2)n1 | 5 | -12 | -9
CCn1nc(CO)c2c1CCN(C(=O)C1CC(=O)OC13CCCC3)C2 (centres undefined) | nt | -6 | -12
O=C(O)C1CC=C(Cl)CC1C(=O)Nc1cc([N+](=O)[O-])ccc1O (centres undefined) | 8 | nt | 3
CC1(Cc2ccc(C(=O)c3ccccc3)cc2)C(=O)Nc2ccccc21 (centres undefined) | 4 | -1 | -1
CN1C(=O)N(C)C2C1NC(=O)N2CCCC(=O)O (centres undefined) | 4 | nt | -7
Cc1csc(C(C#N)C(=O)c2ccc(C(=O)c3cc[nH]c3)cc2)n1 (centres undefined) | 7 | -13 | -4
CC12CCC(C(=O)O)(C(=O)C1=O)C2(C)C (centres undefined) | 3 | -5 | -5
CC(C)c1ccc(/C=C2N=C(/C=C\c3cccc([N+](=O)[O-])c3)OC/2=O)cc1 | -8 | 2 | 5
CN(Cc1ccc(C(N)=O)cc1)Cn1ncc2ccccc2c1=O | 11 | nt | -15
O=C(C1CCCC1)N1CCN(c2ccc(-n3cccn3)nn2)CC1 | 8 | nt | -4
CCOC(=O)C1(C)CCCCN1C(=O)CCc1cccs1 (centres undefined) | 0 | nt | -6
COc1cc(-c2nc3ccc(Br)cn3c2NC2CCCCC2)ccc1OC(=O)c1ccc2ccccc2c1 | 13 | -6 | -7
O=C(C1CCCN1S(=O)(=O)c1cccc(Cl)c1Cl)N1CCOCC1 (centres undefined) | 2 | nt | -4
CCC(C)(C)C1CCC2(CC1)N=C(N)Nc1nc3cc4c(cc3n12)OCCCO4 (centres undefined) | -5 | nt | 2
Cc1ccc(-c2ccc(NCc3ccccc3Cl)nn2)cc1S(N)(=O)=O | -15 | nt | -3
COCCCN(Cc1csc(COc2cc(C)cc(C)c2C)n1)S(=O)(=O)c1ccc(C)cc1 | 20 | -6 | -3
O=C(CC1SC(=Nc2ccc3c(c2)OCCO3)NC1=O)Nc1ccc(F)cc1F (centres undefined) | 1 | nt | -4
Cc1cc(C)cc(NC(=O)c2ccc(S(N)(=O)=O)o2)c1 | 8 | nt | -11
N#Cc1c(NC(=O)c2ccco2)sc2c1CCCCC2 | 6 | -6 | 0
COCCCN(CC(=O)N(Cc1cccn1Cc1ccccc1)C(C)C)C(=O)c1ccc(C)c([N+](=O)[O-])c1 | 2 | -3 | 1
O=S(=O)(NCc1ccc2c(c1)OCO2)c1ccc(Br)s1 | 1 | nt | 0
